# Compound activity deposited in PubChem by several laboratories.
# NR2E3 ag-1 – agonists of human nuclear receptor NR2E3 | GST-NR2E3/biotin-RetCOR TR-FRET, 1536-well | inhibition of corepressor binding, % at 4.78 µM | 320,000 compounds, 0.12% hits | AID 2300;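 active = percent inhibition above the cutoff of mean plus 3 SD of all tested compounds, set per screening campaign, cut at about 20% in these data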;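 also: 0% = DMSO wells and 100% = biotin wells as full block of FRET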
# Target sequence (Q9Y5X4 whole entry, looked up): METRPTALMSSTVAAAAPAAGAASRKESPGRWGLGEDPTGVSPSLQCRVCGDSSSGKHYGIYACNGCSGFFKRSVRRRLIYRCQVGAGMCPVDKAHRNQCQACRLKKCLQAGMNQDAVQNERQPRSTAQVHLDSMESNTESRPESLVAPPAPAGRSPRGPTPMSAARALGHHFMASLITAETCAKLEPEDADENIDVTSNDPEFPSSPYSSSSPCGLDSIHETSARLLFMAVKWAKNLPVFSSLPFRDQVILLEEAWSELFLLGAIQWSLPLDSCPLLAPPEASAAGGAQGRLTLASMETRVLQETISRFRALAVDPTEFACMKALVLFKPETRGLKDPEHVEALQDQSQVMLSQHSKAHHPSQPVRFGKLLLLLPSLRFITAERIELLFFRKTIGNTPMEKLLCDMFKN
#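 System: GST-NR2E3 and biotin-RetCOR proteins; probe or stimulus: 7 nM biotin-RetCOR; doses: compound at 4.8 µM, single dose; schedule: Compound–protein incubation for 5 h at 4 °C; detection: time-resolved FRET; read-out: percent inhibition; controls: biotin wells as high control, 0.6% DMSO wells as low control; format: 1536-well plates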
# NR2E3 ag-2 – agonists of human NR2E3 nuclear receptor; inhibition of corepressor binding, % at 3.98 µM; 360,000 compounds, 0.35% hits; CHO-S Gal4-NCOR/VP16-NR2E3 two-hybrid, luciferase; AID 602229; Q9Y5X4;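 active = inhibition above the mean of all tested compounds plus 3 SD, cut at about 70% in these data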;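 also: 0% = DMSO with NR2E3 transfected cells and 100% = cells lacking NR2E3 construct; higher means lower luciferase signal from less NR2E3 corepressor binding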
# MITF TRPM1 inh – MITF TRPM1 promoter inhibition in SK-MEL-5 cells; SK-MEL-5 TRPM1 promoter luciferase, 24 h; inhibition, % at 12.5 µM; 330,000 compounds, 0.83% hits; AID 488899;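 active = mean inhibition across replicates of 60% or more, whatever share of single replicates reaches that level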; also: values of inactives mirror those of a sister screen read the other way
# TRAIL sens C8 – caspase-8 TRAIL sensitization; inhibition (viability loss, TRAIL sensitization), % at 10 µM; 360,000 compounds, 1% hits; NB7+C8 cells + TRAIL, ATPlite viability luminescence;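 active = compounds causing at least 50% loss of cell viability in the single-dose screen, relative to plate controls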
# KKLEB tox – reduces viability of KKLEB cystic fibrosis airway cells; 360,000 compounds, 0.36% hits; KKLEB CF airway cells viability, ATPlite luminescence, overnight; stronger effect = lower value; cells stimulated with P. aeruginosa culture filtrate; activity change (cytotoxicity), % at 5 µM;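 active = corrected activity change at or below -50% at 5 µM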
# TWEAK Fn14 block – inhibitors of TWEAK-Fn14 interaction signaling. TWEAK-stimulated Fn14 reporter cells, luciferase luminescence, 8 h. inhibition, % at 10 µM. 360,000 compounds, 2% hits. AID 1159606; in the data active = inhibition above about 50%
# TROY NFkB inh – inhibitors of TROY-dependent NF-kB signaling | Q293 LMP1-TROYcd NF-kB luciferase reporter, 4 h | inhibition, % at 10 µM | 360,000 compounds, 0.98% hits;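 active = compounds whose plate-normalised and pattern-corrected inhibition of the luciferase reporter signal at the single screening dose is 50% or more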
# CF NFkB inh – cystic fibrosis NF-kB activation inhibition; KKLEB NF-kB-GFP reporter, PAF-induced, GFP fluorescence overnight; inhibition, % at 5 µM; 360,000 compounds, 0.86% hits; AID 588850;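 active = at least 50% inhibition at 5 µM, scaled per plate between neutral and stimulator controls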;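 also: PAF is a Pseudomonas aeruginosa culture filtrate used as stimulus; plate controls were PAF-stimulated DMSO wells for no effect and unstimulated DMSO wells for full effect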
# HIF-2a inh – HIF-2a inhibition. 786-0 RCC cells HIF-2a reporter, luciferase luminescence, overnight. inhibition, % at 18.8 µM. 360,000 compounds, 0.72% hits. AID 624352;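 active = inhibition of the luminescence signal of 40% or more relative to plate controls, in a single-dose primary screen at 18.75 µM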
# Shn3 3UTR inh – inhibitors of Schnurri-3 3'UTR reporter in osteoblasts; Clone20 osteoblast Shn3 3'UTR firefly luciferase, 24 h; inhibition, % at 12.5 µM; 360,000 compounds, 0.52% hits;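 active = mean inhibition of at least 75% with every replicate also reaching 75%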;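 also: 0% = median of neutral control wells and 100% = pilot-screen positive control compound; some compounds past the cut are filed as inactive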
# Peg3 prom inh – Peg3 promoter activity inhibition. HeLa PEG-Prom luciferase reporter, luminescence, overnight. inhibition, % at 20 µM. 360,000 compounds, 1.7% hits. AID 588405;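 active = inhibition of at least 50% at 20 µM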
# Numbers without * were called inactive; nt = not tested or not shown. Only part of the results is shown (hit frequency here may not be typical).
SMILES,NR2E3 ag-1,NR2E3 ag-2,MITF TRPM1 inh,TRAIL sens C8,KKLEB tox,TWEAK Fn14 block,TROY NFkB inh,CF NFkB inh,HIF-2a inh,Shn3 3UTR inh,Peg3 prom inh
CC1CN(C(=O)c2ccccc2OCc2ccccc2Cl)CC(C)O1 (stereo unspecified),-0.3,-14.0,0.6,-4.1,-1.0,-0.7,-15.8,8.6,7.6,-7.2,0.8
CC(=O)NC(=S)NNC(=O)C(c1ccccc1)c1ccccc1,1.5,4.5,16.1,8.9,8.6,-15.7,9.9,1.9,21.4,20.9,7.7
CC(=O)NC1C(Oc2cccc(C)c2)OC2COC(c3ccco3)OC2C1O (stereo unspecified),-6.5,-5.5,-5.8,-11.7,12.6,7.2,8.0,-6.9,8.3,-15.3,-1.7
Cc1ccc(CS(=O)Cc2ccc(C(=O)NCc3ccc(OC(C)C)cc3)o2)cc1 (stereo unspecified),5.5,11.0,0.0,15.3,-0.2,-2.1,13.0,-0.5,16.5,2.3,-1.9
CCc1cccc(C)c1NC(=O)C(c1ccc(O)cc1)N1CCC1=O (stereo unspecified),-3.0,4.7,3.0,-9.5,-11.6,-26.7,16.4,4.0,16.6,-5.5,11.7
Fc1ccccc1N1CCN(c2ncnc3nc[nH]c23)CC1,-0.3,3.0,-16.7,8.0,2.3,-0.1,14.0,32.7,-18.5,-3.8,-30.5
CCc1nc2c(OCc3ccccc3C)cccn2c1N(C)C(=O)C(C)C,nt,0.7,nt,-21.4,-1.4,2.2,6.4,-5.4,14.3,2.1,19.8
O=C(Nc1ccc(Br)cc1C(=O)O)c1ccc2c(c1)C(=O)N(Cc1ccccc1)C2=O,-1.1,-14.1,13.3,0.9,7.7,-0.7,11.4,18.5,6.9,-12.3,8.7
COc1ccc(-n2c(SCC(=O)NC3CC3)nc3ccccc3c2=O)cc1OC,1.8,-9.1,2.9,3.4,-4.5,9.1,-2.2,-7.7,15.9,-15.2,-0.9
O=C(Nc1ccc(Cl)cc1)C1=Cc2cc(Cl)ccc2OC1,-1.4,-0.7,-6.5,-7.6,4.7,-13.5,15.1,-24.8,-67.6,3.3,-31.6
Cc1cccc(NC(=O)C2CC(=O)OC23CCCC3)c1 (stereo unspecified),1.5,-20.6,4.9,-18.2,-0.3,14.4,-9.2,11.0,12.2,-2.1,9.5
C/C(=N\NC(=O)c1ccc(N/N=C(\C)c2ccncc2)cc1)c1ccncc1,0.6,-16.2,-1.1,0.6,-20.7,41.1,30.7,39.6,-1.3,3.0,11.5
N#C/C(=C(/O)COC(=O)CCc1ccc(S(=O)(=O)N2CCOCC2)cc1)c1nc2ccccc2[nH]1,2.1,14.1,-4.5,-2.4,16.3,-6.6,12.9,-21.6,-4.0,nt,12.9
CCN(CC)CCCNC(=O)CNC(=S)N(CCCN1CCOCC1)Cc1cccs1,-2.9,-24.9,8.4,25.8,4.5,37.0,-1.0,-10.8,21.1,-13.6,1.5
CCc1nc(Nc2ccccc2)c2oc3ccccc3c2n1,0.4,-14.6,-4.5,20.7,-8.8,16.4,-37.3,-8.3,-52.9,1.5,-16.8
CC(=O)N(C1CC(C)C(C#N)(C#N)C1(C#N)C#N)N(C)C (stereo unspecified),-2.2,-7.6,86.2*,3.5,0.5,8.2,-11.2,6.2,46.1*,93.2*,102.0*
CN(Cc1ccccc1)Cc1nc2c([nH]1)c(=O)[nH]c(=O)n2C,2.7,-15.6,-7.3,-1.3,10.0,-8.9,3.3,-5.7,13.2,12.9,18.9
COc1cccc(NC(=O)COC(=O)c2c(C)noc2C)c1,1.8,-18.1,0.4,-13.3,7.9,3.4,2.8,-1.4,10.5,10.0,-2.6
Clc1ccc(C2=NCCn3nc4ccccc4c32)cc1,1.8,-11.2,14.6,5.1,-14.6,14.2,-0.2,-2.0,-10.4,-2.5,-42.9
CNCC(O)Cn1c(C(F)(F)F)nc2ccccc21 (stereo unspecified),-3.2,-13.1,-3.4,-3.3,4.2,6.2,-6.6,3.2,1.2,-8.4,-0.2
COc1cc2c(cc1OC)-c1cc(NC3CC3)nc(=O)n1CC2,-0.4,24.8,-4.4,-3.6,-9.8,-0.7,-10.4,-3.9,-1.4,-9.3,1.2
Cc1ccc(C(=O)Cn2ncsc2=N)cc1,-3.0,-93.8,-50.2,-23.5,-4.6,2.9,-66.6,7.0,-119.4,-65.0,-127.3
Nc1ncnc(Nc2cc(Cl)cc(Cl)c2)c1[N+](=O)[O-],-1.9,4.4,1.5,-15.3,4.9,10.1,0.1,9.3,6.9,9.4,1.6
Cc1cc(C)nc(SCc2cn3cc(Cl)ccc3n2)n1,-2.4,-1.9,-16.0,-1.4,-17.9,27.2,-1.8,27.1,-22.4,-4.9,-30.9
CCOC(=O)N1CCN(CC(O)COC2CC(C)CC(C)(C)C2)CC1 (stereo unspecified),-0.4,-3.1,0.6,-1.4,1.5,-11.3,-15.2,1.4,16.3,7.6,28.3

# The list continues.
SMILES,NR2E3 ag-1,NR2E3 ag-2,MITF TRPM1 inh,TRAIL sens C8,KKLEB tox,TWEAK Fn14 block,TROY NFkB inh,CF NFkB inh,HIF-2a inh,Shn3 3UTR inh,Peg3 prom inh
COc1ccc(C)c(S(=O)(=O)Nc2ccc(OCC(=O)O)cc2)c1,-1.6,-10.3,1.5,-4.1,-23.6,-28.6,-9.7,9.3,6.1,0.6,-12.2
COc1ccc2[nH]c(C(=O)O)c(CCN3C(=O)c4cccc([N+](=O)[O-])c4C3=O)c2c1,4.3,-25.7,-5.1,7.6,1.2,1.1,-2.3,-4.1,3.7,9.7,1.8
COc1ccccc1CNC(=O)COC(=O)c1nc(Cl)ccc1Cl,2.5,3.4,7.0,-7.7,2.0,-3.0,-20.3,0.9,3.1,-11.3,-36.9
Cn1c(SCC(=O)n2c3c(c4ccccc42)CCCC3)nnc1-c1ccccc1,-1.5,-9.5,-13.9,-2.1,-6.6,11.7,-4.8,10.2,11.3,2.6,-11.8
O=C(CSc1ncn(-c2ccccc2)n1)Nc1ccc(Br)cn1,-1.4,3.7,-1.2,8.0,6.8,-22.8,-8.1,5.1,4.9,-7.6,0.8
CCN(CC)CCCN=Cc1c(O)n(-c2ccccc2C)c(=O)c2ccccc12,2.5,-3.6,5.9,18.3,-0.3,-9.6,-3.1,-11.2,6.7,7.5,6.1
CCC(c1nnnn1-c1c(C)cccc1C)N1CCN(CC)CC1 (stereo unspecified),nt,-4.8,nt,2.4,nt,-10.9,-2.5,nt,-6.8,nt,nt
CCNC(=O)NC(=O)CSc1nc2ccccc2n1CC(C)C,-5.2,-2.4,-15.9,-4.8,-6.7,21.3,-12.2,0.1,6.2,8.0,17.8
Cc1cccn2cc(-c3ccc(F)cc3)nc12,-2.3,-102.1,2.9,18.6,1.4,46.4,-36.3,-14.7,-124.7,-49.3,-168.8
CC(O)C(O)C(O)C(O)C1NCCS1 (stereo unspecified),0.0,5.8,19.2,-10.4,2.3,15.2,-2.5,-9.3,17.4,-3.2,19.9
O=[N+]([O-])c1ccc(CN2CC(N3CCN(CC4CC4)CC3)CS2(=O)=O)cc1 (stereo unspecified),nt,39.7,nt,7.5,-12.6,-1.7,-3.3,7.1,10.8,1.9,29.4
CCn1cc(S(=O)(=O)c2cccc(C)c2)c(=O)c2cc(F)c(N3CCN(C)CC3)cc21,1.6,-24.4,15.6,4.9,3.2,-2.4,1.9,-9.0,10.2,3.7,26.1
CCn1c(SCC(=O)Nc2nc(C)c(C(=O)OC)s2)nnc1C(C)C,1.5,-3.3,-1.2,2.9,1.8,4.2,12.0,0.8,7.9,12.1,14.2
Cc1ccc(C)c(NC(=O)CCc2ccc(C)o2)c1,2.4,2.1,-3.3,-2.9,-5.3,2.4,4.9,12.1,13.9,-19.6,4.8
CC(=O)NN=C(C)c1ccc(NC(=O)C2CC2)cc1,nt,-30.5,nt,-4.9,-4.7,-12.2,-4.7,-20.9,-31.3,1.9,-1.9
COc1ccc2nc(SCC(=O)Nc3nccs3)[nH]c2c1,-0.8,-12.1,-21.8,-1.8,17.6,-12.3,-55.1,-42.4,-50.4,-5.8,-30.5
CC1OC(OCC2OC(Oc3c(-c4ccc(O)cc4)oc4cc(O)cc(O)c4c3=O)C(O)C(O)C2O)C(O)C(O)C1O (stereo unspecified),3.2,-11.7,-7.5,-7.0,-0.3,3.2,2.2,-8.0,0.4,-1.9,20.7
CCOC(=O)c1c[nH]n(-c2ccc(C)cc2)c1=O,2.3,3.7,-13.5,3.0,2.6,-8.7,-39.8,2.9,-43.0,-9.3,-14.2
CC1(NC(=O)CCS(=O)(=O)c2ccc(Cl)cc2)CCS(=O)(=O)C1 (stereo unspecified),6.2,-11.2,-0.6,-0.6,2.4,17.8,1.0,4.8,2.0,-85.1,9.7
CCCCN(C(=O)NC(=O)Nc1cc(C)ccc1C)S(C)(=O)=O,1.0,-10.2,2.5,-6.1,-0.4,2.3,-10.2,0.4,1.6,-14.0,0.5
O=C(CSc1nnc(Cn2c(=O)sc3ccccc32)n1-c1ccccc1)NCc1ccco1,3.3,-2.4,-8.5,-1.6,6.5,5.7,-9.0,-1.7,17.4,-1.0,-5.8
O=[N+]([O-])c1ccc(N2CCN(c3ccc(Cl)nn3)CC2)c(Cl)c1,1.0,1.6,2.2,8.6,1.9,-9.7,15.7,-13.6,14.7,0.8,0.7
NC(=S)N/N=C\c1ccccc1OCc1ccccc1,0.3,-21.1,14.5,13.9,-8.5,24.8,7.0,-7.6,16.9,11.6,8.3
CC(C)CC(=O)N1CCN(c2ccc([N+](=O)[O-])c(NCc3ccccc3)c2)CC1,0.4,0.5,12.9,7.7,-6.4,-3.3,22.8,14.0,24.7,44.6,21.2
CC1CN(S(=O)(=O)c2cc(C(=O)N(CCc3ccccc3)Cc3ccccc3)ccc2Cl)CC(C)O1 (stereo unspecified),-1.1,2.2,15.2,12.0,-20.0,21.9,10.2,20.6,2.7,27.3,30.3
CCOc1ccc(CCN2C(=O)CCC2(C)C(=O)NC(C)CC)cc1OCC (stereo unspecified),2.5,7.9,3.6,6.6,-5.3,20.8,2.4,11.7,9.9,-3.3,10.4
O=C(O)c1cccc(S(=O)(=O)Nc2ccc([N+](=O)[O-])cc2O)c1,5.0,-1.2,0.0,8.5,2.5,-4.1,17.7,-2.2,18.2,nt,4.4
O=C(CSc1nc(=O)n2ccccc2n1)Nc1ccc2c(c1)OCCO2,0.8,-15.2,-9.8,-0.8,-0.3,-11.1,-21.2,5.7,-17.0,3.6,-14.4

# Two records picked at random from the list so far:
SMILES,NR2E3 ag-1,NR2E3 ag-2,MITF TRPM1 inh,TRAIL sens C8,KKLEB tox,TWEAK Fn14 block,TROY NFkB inh,CF NFkB inh,HIF-2a inh,Shn3 3UTR inh,Peg3 prom inh
CCC(c1nnnn1-c1c(C)cccc1C)N1CCN(CC)CC1 (stereo unspecified),nt,-4.8,nt,2.4,nt,-10.9,-2.5,nt,-6.8,nt,nt
NC(=S)N/N=C\c1ccccc1OCc1ccccc1,0.3,-21.1,14.5,13.9,-8.5,24.8,7.0,-7.6,16.9,11.6,8.3
